# Source: PubChem BioAssay
# ssDAF-12 act = activators of S. stercoralis DAF-12 nuclear receptor; 370,000 tested, 1% active; AID 652126; activation, % at 6.8 µM; HEK293 ssDAF-12/GRIP1 lit1-tk-luc reporter, luminescence; % of 3 µM dafachronic acid response;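 active = activation above the mean over all tested compounds plus 3 SD, cut at about 0.9% in these data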;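 also: 0% = DMSO-only wells and 100% = 3 µM delta7-dafachronic acid wells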
# GAA850 FXN act = frataxin GAA850 promoter activation; HEK293 lucGAA850 FXN promoter luciferase reporter, 24 h; percent of 10 µM SAHA response; activation, % at 6 µM; 360,000 tested, 0.56% active; AID 540364;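 active = activation above the average of all compounds screened plus 3 SD, cutoff fixed separately per campaign, cut at about 7.5% in these data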;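 also: 0% = DMSO wells and 100% = 10 µM SAHA wells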
# DAX1 inh-1 = inhibitors of DAX1 repression of SF-1 activated StAR promoter | HEK293T StAR-luciferase reporter, SF-1/DAX-1 repression relief | 370,000 tested, 1.1% active | AID 652010 | inhibition, % at 6.8 µM;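 active = inhibition above the mean over all tested compounds plus 3 SD, cut at about 3.6% in these data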;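 also: 0% = DAX-1 cells with DMSO and 100% = cells lacking DAX-1 with DMSO; higher inhibition means more luminescence from relief of DAX-1 repression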
# SMARCA2 act = increases SMARCA2 function in MMTV reporter cells; activation, % at 9.1 µM; MG213 cells, MMTV-luciferase reporter, dexamethasone, overnight; 370,000 tested, 1% active; AID 652017; in the data active = activation above about 7.8%;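 also: 0% = vehicle wells and 100% = reference activator wells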
# PG9 binder = PG9 antibody binding by small molecule. TR-FRET gp120-PG9 antibody binding. AID 624416. inhibition, % at 6.7 µM. 360,000 tested, 0.43% active; in the data active = inhibition above about 8.5%
# hcDAF-12 act = H. contortus DAF-12 activation, primary screen; 370,000 tested, 1.4% active; HEK293 hcDAF-12 lit1-tk-luc reporter, luminescence; 0% DMSO, 100% Δ7-dafachronic acid; activation, % at 6.8 µM;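 active = activation above the mean of all tested compounds plus 3 SD, cut at about 5.5% in these data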;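 also: 100% = response to 3 µM Δ7-dafachronic acid high control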
# hgDAF12 agonist = agonists of H. glycines DAF-12 nuclear receptor; HEK293 GAL4-hgDAF12 UAS-luciferase reporter, agonist luminescence; normalized to butyrate control; activation, % at 6.8 µM; 370,000 tested, 1.8% active; AID 687014;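 active = activation above a cutoff set at the mean of all screened compounds plus 3 SD, cut at about 10% in these data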;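 also: 0% = DMSO wells and 100% = sodium butyrate wells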
# DAX1 inh-2 = inhibits human nuclear receptor DAX1; P51843; HEK293 Gal4-DAX1 luciferase reporter, luminescence; inhibition, % at 6.75 µM; 340,000 tested, 0.99% active; AID 504766;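 active = inhibition above the mean over all tested compounds plus 3 SD, cut at about 4.2% in these data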;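 also: 0% = DAX1-transfected cells with DMSO and 100% = empty-vector control cells with DMSO; inhibition shows as a rise in luminescence from relieved DAX1 repression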
# PLCb3 inh = blocks human PLC-beta3 enzyme activity; 370,000 tested, 0.18% active; AID 720704; inhibition, % at 12.2 µM; Purified PLC-beta3, fluorogenic substrate, fluorescence; in the data active = inhibition above about 11%;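 also: 0% = median of compound wells on plate and 100% = full blocker control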
# Target sequence (Q01970 whole entry, looked up): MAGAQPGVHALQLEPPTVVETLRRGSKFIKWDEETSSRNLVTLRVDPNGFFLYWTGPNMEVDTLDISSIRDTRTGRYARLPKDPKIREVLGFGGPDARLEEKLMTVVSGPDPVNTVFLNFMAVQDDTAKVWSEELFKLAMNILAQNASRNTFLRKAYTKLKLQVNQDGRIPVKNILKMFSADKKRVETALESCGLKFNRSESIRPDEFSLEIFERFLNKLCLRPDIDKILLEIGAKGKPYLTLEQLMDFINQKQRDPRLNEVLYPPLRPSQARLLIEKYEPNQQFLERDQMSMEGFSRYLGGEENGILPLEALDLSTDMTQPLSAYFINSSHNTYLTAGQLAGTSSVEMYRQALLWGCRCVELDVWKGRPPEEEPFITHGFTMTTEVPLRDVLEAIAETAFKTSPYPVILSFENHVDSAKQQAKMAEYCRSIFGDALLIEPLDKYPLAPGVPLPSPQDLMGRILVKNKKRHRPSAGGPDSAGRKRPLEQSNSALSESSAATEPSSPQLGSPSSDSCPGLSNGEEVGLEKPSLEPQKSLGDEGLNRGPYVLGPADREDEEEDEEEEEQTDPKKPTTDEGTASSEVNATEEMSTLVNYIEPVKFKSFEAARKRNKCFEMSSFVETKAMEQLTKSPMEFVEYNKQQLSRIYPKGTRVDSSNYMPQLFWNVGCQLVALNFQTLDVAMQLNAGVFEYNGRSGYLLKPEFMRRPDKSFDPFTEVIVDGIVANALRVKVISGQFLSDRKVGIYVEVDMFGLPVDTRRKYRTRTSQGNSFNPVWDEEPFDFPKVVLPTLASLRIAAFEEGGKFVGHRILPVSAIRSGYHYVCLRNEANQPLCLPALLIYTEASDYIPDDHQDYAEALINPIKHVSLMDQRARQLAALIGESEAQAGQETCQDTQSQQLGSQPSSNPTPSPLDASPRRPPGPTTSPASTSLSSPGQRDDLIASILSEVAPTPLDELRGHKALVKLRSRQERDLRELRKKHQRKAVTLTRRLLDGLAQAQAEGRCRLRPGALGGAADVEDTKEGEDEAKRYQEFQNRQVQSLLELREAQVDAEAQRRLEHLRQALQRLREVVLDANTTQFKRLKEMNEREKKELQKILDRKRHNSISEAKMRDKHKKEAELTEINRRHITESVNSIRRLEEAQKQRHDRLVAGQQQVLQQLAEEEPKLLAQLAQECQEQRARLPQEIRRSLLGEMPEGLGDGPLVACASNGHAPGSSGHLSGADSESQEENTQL
# sPLA2-III inh = Blocks human group III sPLA2 activity | QFRET BODIPY PC-A2 liposome hydrolysis, fluorescence | 370,000 tested, 0.56% active | inhibition, % at 12.2 µM | AID 743126;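 active = inhibition above mean plus 3 SD of compounds lying within the high and low control bounds, cut at about 19% in these data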;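 also: 0% = median of test compound wells and 100% = no enzyme DMSO wells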
# Rev-erbA mod = modulates human Rev-erb alpha binding to DNA. activity, % at 10 µM. Rev-erbα–FITC-DNA binding, fluorescence polarization, 90 min. P20393. AID 1259318. 370,000 tested, 0.79% active;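 active = activity above about 14%, limit read from the data; passing the limit was not always enough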;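 also: 0% = DMSO wells with 35 nM protein and 100% = DMSO wells with 750 nM protein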
# Starred values were filed as active, the others as inactive; i = inactive; . = not tested or not shown. An unsorted share of the library; any-hit rate near 7%.
SMILES,ssDAF-12 act,GAA850 FXN act,DAX1 inh-1,SMARCA2 act,PG9 binder,hcDAF-12 act,hgDAF12 agonist,DAX1 inh-2,PLCb3 inh,sPLA2-III inh,Rev-erbA mod
CC1(C)C(=O)N(CCN2CCC(C(=O)c3ccc(F)cc3)CC2)c2ccccc21,-1.5,-2.2,-2.6,-4,-1.2,-2.2,-1.8,-0.9,3,0,3
COc1ccccc1/C=C/C(=O)OCC(=O)NCCC1=CCCCC1,-1.3,-1.1,-0.1,-1,0.9,-0.8,-1.7,0.9,-7,4,2
Clc1cc2c(c(Cn3cnc4ccccc43)c1)OCOC2,-1.0,3.1,-0.6,1,0.2,-0.3,1.3,-0.9,0,-11,-3
Cc1ccc(NC(=O)COc2cccc(/C=C3\SC(=S)N(CCC(=O)O)C3=O)c2)cc1Cl,-0.9,6.0,0.2,3,0.9,0.3,0.9,1.6,-9,-1,-2
COc1ccc(NC(=S)N(CCc2c(C)[nH]c3ccccc23)Cc2cccnc2)cc1,-1.6,-2.3,1.3,9.1*,-1.5,-3.6,0.1,-0.3,1,-1,-3
Cc1ccc(-n2ncc3c2CC(C)(C)CC3NC(=O)CCc2ccncc2)cc1 (stereo unspecified),-1.2,1.8,-1.4,-1,-0.9,-3.9,-3.9,-0.4,-3,1,-7
O=C(NC1CCOCC1)C1CCC(=O)N(Cc2ccc(Cl)cc2)C1 (stereo unspecified),-0.8,0.6,-0.2,-3,0.1,0.1,-2.7,0.3,-1,4,5
COc1ccc2[nH]cc(CCNC(=S)NCCc3ccccc3)c2c1,-1.1,-2.2,0.3,0,-1.1,-2.0,-1.1,-0.6,-1,-27,-4
O=C(CSc1ccccc1)Nc1ccc(C(=O)Nc2ccc(O)cc2)cc1,-1.2,1.4,0.0,-2,0.6,-1.4,0.4,-3.5,-3,-14,-2
COc1cc(C(=O)NC2Cc3ccccc3C2)ccc1OC1CCN(C(C)=O)CC1,-0.4,-1.8,-0.8,0,-1.3,-0.6,3.8,-1.7,-3,-2,-9
O=C(CCc1nnc(CCCc2ccccc2)o1)NCC(F)(F)F,-1.3,0.9,0.0,5,-2.7,0.6,0.9,-0.7,5,-1,-4
O=C(CSCc1ccc(F)cc1)Nc1ccc(F)cc1,-1.0,1.5,0.3,2,-0.1,2.1,1.5,-0.3,1,0,-7
COc1ccccc1S(=O)(=O)N(C)C[C@@H]1OCc2cn(nn2)CCCC(=O)N([C@H](C)CO)C[C@H]1C,-0.7,1.9,-0.5,-3,-1.0,-0.6,-0.4,0.2,-6,-1,-1
CCN(C(=O)c1cc2cc3ccc(C)cc3nc2o1)c1ccc(OC)cc1,-0.9,0.3,-1.1,7,0.6,-0.1,-1.3,1.7,-21,-15,0
CCN(CC)CCCNc1cc(C)c(C#N)c2nc3ccccc3n12,0.0,0.9,2.8,5,-1.8,3.1,8.6,2.8,i,2,-7
COc1ccc(-c2cc(C(=O)Nc3nc4ccccc4s3)c3ccccc3n2)cc1OC,-1.7,3.5,-0.3,2,-1.1,-0.3,0.5,-3.1,-297,-23,2
O=S(=O)(CC1NCCc2ccccc21)NCc1ccccc1 (stereo unspecified),-0.1,.,0.2,1,.,1.9,-1.6,.,0,-1,-9
O=C1CN(C(=O)COC(=O)CCNS(=O)(=O)c2ccc(Cl)cc2)c2ccccc2N1,-0.7,-2.6,0.4,-2,-0.8,-0.5,2.2,1.3,-4,-15,0
CCCCC[C@@H](C)N1C[C@@H](COCc2ccccc2)Oc2cc(N3CC[C@H](O)C3)ccc2S1(=O)=O,-1.2,.,-0.2,-5,-0.1,-0.1,3.8,.,0,-5,4
COc1cccc(/C=C2\SC(=O)NC2=O)c1OCc1ccc(C(=O)O)cc1,-1.0,3.8,0.2,-2,1.8,0.8,3.0,-0.5,-46,-19,2
Cn1c(=O)[nH]c(=O)c2c1nc(SCCO)n2Cc1ccccc1Cl,-1.3,0.9,0.2,-3,0.7,-2.8,-2.9,1.0,-6,12,-3
COc1cccc(C(C)NC(=S)NCc2ccc(F)cc2)c1 (stereo unspecified),-1.5,-2.3,-2.1,1,-1.6,1.1,1.2,0.8,-2,-4,10
O=C(O)C(c1ccccc1)N1C(=O)c2cccc3cccc(c23)C1=O (stereo unspecified),-1.5,-0.2,0.0,2,-1.3,-1.3,-0.3,-0.7,-8,-2,4
CCN1C(=O)c2cccc3c(S(=O)(=O)NC(Cc4c[nH]c5ccccc45)C(=O)O)ccc1c23 (stereo unspecified),-0.8,-0.2,0.1,2,-0.1,1.1,1.5,0.5,-24,-20,-3
O=C1Nc2ccc(Br)cc2C1(O)c1ccccc1 (stereo unspecified),-1.0,-1.5,-0.4,4,0.2,0.8,0.0,-0.8,-10,-7,0
COc1ccc(SCCN2CCN(CC(C)C)CCC2=O)cc1,-0.7,0.8,1.0,0,-1.1,0.5,2.9,0.1,0,6,-1
Cc1ccccc1OCC(=O)OCC(=O)NCc1ccco1,-0.8,0.9,-0.8,0,-0.5,-0.2,1.0,0.3,-6,-7,8
CC(=O)n1c(C=Nc2ccc(Cl)cc2)c(O)c2ccccc21,0.4,2.0,-0.1,0,-1.6,2.6,-1.4,2.7,-200,-4,6
Cc1cc(NC2C3CC4CC(C3)CC2C4)n2ncnc2n1 (stereo unspecified),-1.9,1.4,-0.1,-5,-1.1,-0.4,-0.9,-1.4,-3,17,-5
CCS(=O)(=O)c1ccc2oc(Nc3ccc(C(C)(C)C)cc3)nc2c1,-1.7,1.9,-0.4,0,0.4,-1.7,-2.2,-1.5,-5,-14,5

# A few values from the entries so far.
# CC(=O)n1c(C=Nc2ccc(Cl)cc2)c(O)c2ccccc21 – hcDAF-12 act = 2.6
# Cc1ccccc1OCC(=O)OCC(=O)NCc1ccco1 – DAX1 inh-2 = 0.3

# Other records
SMILES,ssDAF-12 act,GAA850 FXN act,DAX1 inh-1,SMARCA2 act,PG9 binder,hcDAF-12 act,hgDAF12 agonist,DAX1 inh-2,PLCb3 inh,sPLA2-III inh,Rev-erbA mod
COCCCNCCCOc1ccc(C(C)(C)c2ccccc2)cc1,-0.1,-0.9,1.3,-4,-0.3,0.0,-0.8,-0.2,-2,18,-1
CCOC(=O)COn1c(=O)c(-c2ccc(OC)c(OC)c2)[n+]([O-])c2ccccc21,-0.9,.,1.4,1,-0.2,1.0,1.4,.,-10,-5,2
O=C(NCCCn1ccnc1)c1ccc(-c2cccc(C(F)(F)F)c2)o1,-1.3,4.5,1.0,-1,-1.7,-1.2,-0.8,-0.5,-2,-12,-1
Cc1ccccc1CN1C[C@@H]2C[C@@H](c3ccc4nsnc4c3)N3CCC[C@@]23C1=O,-1.1,-1.8,-0.7,-4,1.0,-0.6,2.8,1.7,-12,11,-1
NC(=O)c1cc(N)ccc1N1CCCC1,-1.1,-3.1,0.2,-1,-7.8,-2.3,-1.4,0.0,-44,-4,-7
O=C(N/N=C/C1CCCCC1)c1ccccc1-n1cccc1,-0.9,2.3,1.7,0,-0.7,-1.1,2.6,-0.1,-8,-16,-2
COc1ccc(CCNC(=O)C2CCCN(Cc3nc(-c4cccc(Cl)c4)oc3C)C2)cc1OC (stereo unspecified),-1.9,-2.5,-0.6,-4,-2.5,-2.0,1.5,-0.4,2,-4,-1
Cc1cccc(CNS(=O)(=O)c2csc(C(N)=O)c2)c1,-1.8,0.2,-1.6,1,0.5,-0.1,-0.1,0.3,-4,1,4
O=C(c1ccc([N+](=O)[O-])o1)N(Cc1nnc(-c2ccccc2Cl)o1)C1CC1,-1.4,-0.2,-4.3,0,-1.8,0.9,4.3,-0.8,-9,-5,-7
CCC(C)(C)C1CCC2(CC1)NC(=O)N(CC(=O)N(C)CC(=O)Nc1ccccc1C(F)(F)F)C2=O (stereo unspecified),-1.7,0.5,-1.2,1,-2.2,-0.4,-1.7,-0.3,-6,-6,-1
CCOc1ccc(NC(=O)CN(C)C(=O)c2cc3c(s2)CCCCC3)cc1OCC,-0.1,2.6,-1.7,0,1.1,-0.4,-0.1,0.7,-11,5,2
COc1ccc(S(=O)(=O)N2CC(=O)Nc3ccccc32)cc1F,-0.4,1.2,0.1,-1,-2.5,3.5,1.9,0.2,-6,3,5
CCCCN1CC(COC)Oc2cccc(F)c2S1(=O)=O (stereo unspecified),-1.0,1.0,2.2,-2,1.9,-1.2,-1.1,1.1,6,3,4
Cc1cc(CNC(=O)COc2ccc(F)cc2Cl)cc(C)c1O,-1.6,2.2,-0.2,3,-3.3,-2.3,0.5,-0.8,0,-11,-5
COC(=O)CSc1snnc1-c1ccc(Cl)cc1Cl,-0.7,0.3,0.2,-2,0.6,-1.0,-2.8,1.0,-1,-15,0
COc1ccccc1NC(=O)c1nn(-c2ccccc2)ccc1=O,-1.3,0.3,-0.3,1,0.1,-1.9,-2.8,-1.3,6,-5,0
CCCc1cc(=O)[nH]c(SCC(=O)N2CCN(S(=O)(=O)c3ccc(C)cc3)C2)n1,-1.4,1.8,-0.1,-5,-0.4,0.9,-2.9,0.2,1,9,-8
Cc1cc(=O)nc2c3ccccc3n(C(C)C(=O)NCCN3CCOCC3)n12 (stereo unspecified),-1.1,0.0,0.2,1,-2.3,-0.2,1.8,0.9,0,6,-2
COC(=O)c1sc2ccccc2c1N,-0.8,7.0,0.7,3,0.2,1.9,4.3,1.5,-217,4,-2
CCN1CCN(C(=O)Cn2nc(C)n3c(cc4c(OC)cccc43)c2=O)CC1,-1.2,-0.3,1.6,-2,-0.1,-0.6,0.2,-0.3,i,9,-9
Cn1c(=O)[nH]c(=O)c2c1nc(N1CCNCC1)n2Cc1cccc2ccccc12,-0.9,2.3,-0.2,-2,-0.4,-2.2,-0.5,0.2,-3,-3,-6
CSc1ccc(C2C(C#N)=C(N)N(c3ccccc3)C3=C2C(=O)CCC3)cc1 (stereo unspecified),-1.1,-2.8,0.1,3,-0.4,0.1,0.0,-0.5,-18,-8,-1
CCCCOc1ccc(Cc2c(COCC)[nH]c(=S)[nH]c2=O)cc1,-1.6,-0.6,0.2,-3,-0.6,-1.5,-4.0,-0.5,5,3,-2
Cc1noc(C)c1C(=O)Nc1nc2ccc(F)cc2s1,0.6,4.0,8.9*,6,1.0,7.0*,14*,1.9,-8,-1,-2
N#Cc1ccsc1NC(=O)CCN1C(=O)C2CCCCC2C1=O (stereo unspecified),-1.2,0.8,-0.9,-5,-0.1,-2.5,-1.1,0.8,0,5,-9
CCCCNC(=O)CN1CCC2(O)CCCCC2C1c1ccccc1OC (stereo unspecified),-1.4,-0.3,-0.2,0,0.4,-1.1,-0.4,-0.2,-2,4,3
COC(=O)c1ccc(CSc2ncnc3ccccc23)o1,-2.0,4.5,-0.1,-1,-2.7,-3.0,-2.6,-0.5,-6,-3,-1
CCN(CC)C(=O)C1CCC(CNS(=O)(=O)c2cccc3nsnc23)CC1 (stereo unspecified),-1.6,-0.9,0.0,0,-0.8,-1.6,6.2,-0.4,-4,1,2
COC(=O)c1cc(NC(=O)C2(S(=O)(=O)c3ccc(C)cc3)CC2)cc(C(=O)OC)c1,-1.8,3.2,0.6,-4,-3.0,1.6,-0.6,-1.2,8,3,0
